procasp7 counter – counter-screen for procaspase-3 activators: activators of human procaspase-7; P55210; recombinant procaspase-7, Ac-DEVD-pNA absorbance 405 nm; D23A/D198A/D206A triple mutant, cannot self-cleave; scale: DMSO 0, 5 µM enzyme 100; activation, % at 8.5 µM; 0.093% of 330,000 active; AID 463210;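 active means percent activation above the screen-wide mean plus 3 SD, cut at about 25% in these data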
Target sequence (P55210 whole entry D23A/D198A/D206A): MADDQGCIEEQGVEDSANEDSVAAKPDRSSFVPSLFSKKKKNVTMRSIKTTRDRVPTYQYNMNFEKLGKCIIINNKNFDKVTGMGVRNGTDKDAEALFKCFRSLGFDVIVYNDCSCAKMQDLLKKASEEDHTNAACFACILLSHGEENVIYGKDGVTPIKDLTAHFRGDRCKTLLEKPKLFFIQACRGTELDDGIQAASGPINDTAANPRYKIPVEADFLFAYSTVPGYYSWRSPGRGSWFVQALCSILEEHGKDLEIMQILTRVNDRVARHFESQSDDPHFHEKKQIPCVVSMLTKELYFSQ
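Replicates: singlicate. Assay system: Procaspase-7 triple mutant (PC-7 D3A). Signal: 405 nm absorbance of p-nitroaniline. Times: 1 h preincubation, 2 h reaction. Buffer or medium: Zinc-free HEPES pH 7.4 with 300 mM NaCl, 0.01% Triton X-100. Also added: DEVD-pNA substrate. Benchmarks: DMSO wells as 0%, DMSO with 5 µM added PC-7 as 100%.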
Yeast superoxide – yeast age-related superoxide inhibition as caloric restriction mimetic; S. cerevisiae aged cells, superoxide DHE fluorescence; active compounds read low; superoxide response (% of plate mean), % at 10 µM; 0.18% of 330,000 active; AID 2690;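 active means superoxide response under a set limit, about three screen SD below normal, cut at about 65% in these data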;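 further: yeast aged for seven days with compound at 30 °C before DHE staining; 100% = average MFI of all compound-treated wells on the plate with controls excluded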
MEP2 TOR yeast – alters MEP2-GFP fluorescence in TOR pathway yeast screen. GFP response vs DMSO, % at 10 µM. S. cerevisiae MEP2-GFP strain, flow cytometry GFP, 3 h; 100% = DMSO control level. 0.51% of 330,000 active;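 active means GFP response versus DMSO above a set limit, roughly screen mean plus 3 SD, cut at about 180% in these data; inconclusive means fewer than 70 cells counted for a yeast strain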;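 further: median GFP fluorescence of the barcode-gated MEP2-GFP cells per well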
RPL19A-GFP yeast – yeast TOR pathway RPL19A-GFP modulation. percent response vs DMSO, % at 10 µM. 0.3% of 330,000 active. S. cerevisiae RPL19A-GFP strain, flow cytometry, 3 h; active compounds read low. AID 2025;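 active means percent response vs DMSO below 50%; inconclusive means fewer than 70 events counted for the yeast strain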;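 further: median channel GFP fluorescence of the barcoded RPL19A-GFP strain; ratio of sample median GFP to plate DMSO average so 100% = DMSO; lower means less RPL19A-GFP as with rapamycin TOR inhibition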
LAP4 TOR yeast – modulators of TOR pathway LAP4-GFP in S. cerevisiae; 0.34% of 320,000 active; S. cerevisiae LAP4-GFP multiplex, flow cytometry GFP, 3 h; median GFP as percent of DMSO wells; AID 2023; GFP response vs DMSO, % at 10 µM;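 active means GFP response vs DMSO above a set limit, about the screen mean plus 3 SD, cut at about 150% in these data; inconclusive means under 70 cell events counted for the yeast strain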
JMJD2C inh – human JMJD2C demethylase inhibition | inhibition, % at 2.35 µM | AID 2099 | Q9H3R0 | 0.069% of 330,000 active | GST-JMJD2C(1-420) H3K9me3 demethylation, DELFIA europium;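 active means more than half of a compound's replicate wells show inhibition beyond 50%, single wells judged on their own value; inconclusive means some, but no more than half, of replicates pass 50% inhibition; inactive means no replicate passes 50% inhibition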;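 further: signal counts dimethyl H3K9 product captured on neutravidin plate; 0% = median of DMSO wells and 100% = 0.3 times that DMSO median; strong numbers were not always called active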
Target sequence (Q9H3R0 1-420 limits assumed): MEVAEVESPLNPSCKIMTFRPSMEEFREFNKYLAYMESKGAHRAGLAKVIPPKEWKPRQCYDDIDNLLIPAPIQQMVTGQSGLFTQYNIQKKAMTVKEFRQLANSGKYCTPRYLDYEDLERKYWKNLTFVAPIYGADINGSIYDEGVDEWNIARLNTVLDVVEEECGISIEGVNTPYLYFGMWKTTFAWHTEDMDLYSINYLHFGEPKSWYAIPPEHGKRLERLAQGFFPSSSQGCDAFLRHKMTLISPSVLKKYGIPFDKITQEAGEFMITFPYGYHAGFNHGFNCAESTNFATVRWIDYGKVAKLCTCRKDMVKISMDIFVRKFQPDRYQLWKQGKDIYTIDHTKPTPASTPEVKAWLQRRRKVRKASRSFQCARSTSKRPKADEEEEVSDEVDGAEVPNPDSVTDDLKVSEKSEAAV
AHR act – activates the human aryl hydrocarbon receptor | 2.5% of 320,000 active | P35869 | AID 2796 | AHR-responsive luciferase reporter cells, luminescence | activation, % at 5 µM; in the data active means activation above about 47%;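 further: 0% = vehicle wells and 100% = reference agonist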
procasp3 activ – activates human procaspase-3; 0.11% of 330,000 active; recombinant procaspase-3 D3A, Ac-DEVD-pNA absorbance 405 nm; P42574; AID 463141; activation, % at 8.5 µM;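 active means activation above the mean of all tested compounds plus 3 SD, cut at about 21% in these data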;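 further: 0% = DMSO alone and 100% = DMSO wells spiked with extra 5 µM PC-3 D3A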
Target sequence (P42574 whole entry D9A/D28A/D175A): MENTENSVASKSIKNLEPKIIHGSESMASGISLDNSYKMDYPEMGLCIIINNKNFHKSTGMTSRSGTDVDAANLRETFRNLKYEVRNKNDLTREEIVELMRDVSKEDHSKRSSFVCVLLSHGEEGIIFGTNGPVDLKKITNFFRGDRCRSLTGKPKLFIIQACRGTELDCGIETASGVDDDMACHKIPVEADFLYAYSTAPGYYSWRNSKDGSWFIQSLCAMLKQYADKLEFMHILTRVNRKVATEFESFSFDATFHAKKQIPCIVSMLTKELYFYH
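Test system: Procaspase-3 D3A mutant, all three cleavage aspartates alanine | Dosing: Single dose, 8.5 µM nominal compound, 0.8% DMSO | Schedule: 1 h preincubation, 2 h reaction | Technique: 405 nm absorbance of p-nitroaniline, reads at 0 and 120 min | Repeats: One well per compound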
Numbers without * were called inactive; ? = inconclusive; & = joins results of further samples; [ ] = remark or other dose.

SMILES | procasp7 counter | Yeast superoxide | MEP2 TOR yeast | RPL19A-GFP yeast | LAP4 TOR yeast | JMJD2C inh | AHR act | procasp3 activ
Cc1cccn2c(=O)nc(SCC(=O)N3CCN(c4ccccc4)CC3)nc12 | -7 | 103 | 96 | 95 | 115 | -3 | 5 | 1
COc1ccccc1Nc1nc2c(s1)CCC2 | -22 | 105 | 96 | 97 | 107 | 3 | 8 | -12
COC(=O)c1ccccc1NC(=O)CN1CCC(NC(=O)c2ccc(C)cc2)CC1 | 5 | 104 | 103 | 100 | 100 | 13 | 6 | 5
CC(C)(C)c1ccc(/C=N/N2CCN(c3ccccn3)CC2)cc1 | -6 | 92 | 99 | 110 | 116 | -49 | -1 | -5
CCOc1ccc(CCNC(=O)Cn2cccc2C(=O)c2ccccc2)cc1OCC | -9 | 96 | 105 | 101 | 94 | ? | 2 | -2
N#CC1=C(C=Nc2ccccc2O)CCC1 | -7 | 96 | 106 | 105 | 103 | 34 | -4 | 0
CCC(C)(C)C1CCC2(CC1)NC(=O)N(CC(=O)NCCc1ccc(OC)c(OC)c1)C2=O (stereo not given) | -2 | 94 | 89 | 96 | 92 | -2 | 0 | 5
COc1ccc(OC)c(C2=NOC(C(=O)N3CCCc4ccccc43)C2)c1 (stereo not given) | 4 | 96 | 101 | 91 | 99 | -8 | 16 | -6
CCN(CC)C(=O)C1CCCN(c2ncnc3c2cnn3-c2cccc(C)c2)C1 (stereo not given) | 8 | 116 | 101 | 94 | 98 | -7 | -3 | 8
CC(=O)Nc1ccc(S(=O)(=O)Nc2ccc3c(c2)n(C)c(=O)n3C)c(C)c1 | -7 | 101 | 101 | 103 | 113 | 2 | 0 | -6
O=c1c2ccccc2[nH]c(=S)n1CCCn1ccnc1 | 15 | 109 | 100 | 103 | 95 | -1 | 68* | 3
CCOc1ccc(/C=c2\sc3nc(-c4ccco4)nn3c2=O)cc1OCC | -3 | 84 | 95 | 94 | 87 | -7 | -1 | -11
COc1cc(CC(=O)NCc2ccc3c(c2)OCO3)cc(OC)c1OC | 5 | 110 | 92 | 99 | 96 | -21 | 4 | -6
COc1cc(/C=N/Nc2ccccc2[N+](=O)[O-])ccc1OC(=O)c1ccccc1F | 4 | 114 | 109 | 109 | 90 | -1 | 11 | 0
CCOc1ccc(-c2c(C(=O)N/N=C/c3ccc(Cl)cc3)nnn2-c2nonc2N)cc1 | 10 | 135 | 101 | 101 | 108 | 8 | 4 | -8
CCCCN(C(=O)CCC(=O)Nc1cc(C)on1)C(C(=O)NC1CCCC1)c1ccccc1OCC (stereo not given) | -11 | 127 | 420*[may fluoresce violet] | 70[may fluoresce violet] | 85[may fluoresce violet] | 5 | 5 | -5
Cc1cccc(NS(=O)(=O)c2cc3c(cc2C)NC(=O)CO3)c1 | -3 | 116 | 92 | 101 | 88 | 30 | 3 | -19
Cc1ccc(C(=O)N/C(=C\c2cccnc2)C(=O)N2CCCC2)cc1 | 5 | 100 | 102 | 102 | 107 | -4 | 0 | 5
C[C@H]1C=CC(=O)O[C@H]1c1ccccc1 | 7 | 90 | 95 | 100 | 114 | 5 | 2 | -5
COc1ccc(-c2n[nH]c(=S)nc2-c2ccc(OC)cc2)cc1 | -9 | 116 | 105 | 101 | 98 | -1 | -1 | -15
Cc1cccc2cc(COC(=O)c3ccccn3)c(=O)[nH]c12 | 6 | 94 | 114 | 100 | 98 | 4 | 3 | -6
Cn1c(=O)oc2cc(S(=O)(=O)Nc3ccc(Cl)cc3F)ccc21 | 0 | 95 | 106 | 101 | 101 | -6 | 0 | 2
CC(C)(C)c1ccc(C(=O)NC(=O)CSc2n[nH]c(N)n2)cc1 | 0 | 85 | 93 | 96 | 93 | 0 | 7 | 6
CCN1CCN(Cc2ccc(NC(=O)c3ccc(C)c(/C=C/c4cnc(Nc5cc(N6CCNCC6)nc(C)n5)cn4)c3)cc2C(F)(F)F)CC1 | -10 | 101 | 84[may fluoresce red] | ? | 80[may fluoresce red] | 4 | -3 | 9
C[C@@H](C(=O)Nc1ccc2ccccc2c1)[C@H]1C[C@]1(C)[C@H](NS(=O)(=O)c1ccccc1)c1ccccc1 | 2 | 93 | 101 | 106 | 104 | -9 | 4 | 1
O=C(c1cccc(S(=O)(=O)N2CCc3ccccc3C2)c1)N1CCN(c2ccc(O)cc2)CC1 | -5 | 103 | 100 | 105 | 87 | 11 | 1 | -11
O=C(O)CCc1ccc(-c2ccc(Cl)cc2)n1NC(=O)c1ccc(O)cc1 | 5 | 97 | 102 | 101 | 111 | -4 | 1 | 6
CCCN1Cc2cccc(C(=O)NCCCOC(C)C)c2C1=O | 3 | 89 | 102 | 100 | 99 | -2 | 2 | 3
Cc1ccc(C(=O)Oc2cccc(NC(=O)c3ccccc3)c2)cc1C | 2 | 95 | 105 | 99 | 109 | 0 | -2 | 2
O=S1(=O)C=C(SCc2ccc(Cl)c(Cl)c2)Nc2ccccc21 | -6 | 110 | 96 | 93 | 95 | 6 | -15 | -1
COc1ccc(CCNC(=O)COC(=O)c2cc(OC)c(OC)cc2OC)cc1OC | 4 | 92 | 102 | 102 | 88 | 0 | -4 | 1
O=C(c1ccc(Cl)c(S(=O)(=O)N2CCOCC2)c1)N1CCCCC1 | -1 | 97 | 100 | 95 | 100 | 3 | -2 | -3
COc1ccc(S(=O)(=O)Oc2ccccc2C(=S)N2CCOCC2)cc1 | -5 | 95 | 87 | 99 | 94 | -7 | -1 | 2
C[C@@]12C(=O)Nc3cc(F)ccc3C(=O)N1[C@H]1c3ccccc3OC[C@@H]1[C@@H]2c1ccccc1 | -8 | 103 | 90 | 101 | 123 | -15 | 2 | 5
CNC(=O)c1cccc(NC(=O)C(C)c2ccc3cc(OC)ccc3c2)c1 (stereo not given) | -4 | 121 | 108 | 106 | 112 | -15 | 10 | -6
Cc1cc(C)cc(OCC(=O)NC2CCCc3ccccc32)c1 (stereo not given) | 4 | 95 | 100 | 103 | 100 | -10 | 27 | -10
Cc1nc2cc(NC(=O)CCS(=O)(=O)c3ccccc3)ccc2s1 | 6 | 111 | 103 | 102 | 100 | -3 | 17 | -6
Cc1nc2c(ccc3nc(NC(=O)C4CC4)sc32)s1 | -4 | 87 | 95 | 97 | 116 | -4 | 41 | -4
NS(=O)(=O)c1ccc(NC(=S)Nc2ccn(Cc3cccc4ccccc34)n2)cc1 | -14 | 103 | 99 | 95 | 92 | -52 | 3 | -2
CC(=O)c1ccc(S(=O)(=O)N2CCc3ccccc3C2)cc1 | 6 | 103 | 106 | 103 | 97 | -15 | 0 | -1
O=C(COc1ccc2ccccc2c1)NCC(=O)N/N=C/c1ccco1 | -3 | 90 | 104 | 99 | 100 | -6 | 4 | 6
CCCNC(=O)CCn1c(=S)oc2ccccc21 | 1 | 103 | 96 | 92 | 98 | 8 | 4 | 4
COc1cccc(/C=C/c2ccc3cccc(O)c3n2)c1OC | 2 | 85 | 102 | 101 | 123 | 6 | 81* | 2
Cc1ccc(C(c2nnnn2C2CCCC2)N2CCN(c3nc4ccccc4s3)CC2)cc1 (stereo not given) | -2 | 130 | 94 | 101 | 107 | -27 | 7 | -3
Cc1ccnc(NC(=S)NC(=O)/C=C/c2ccccc2)c1 | -11 | 90 | 99 | 100 | 102 | -6 | 3 | -11
COCCN(CC(=O)Nc1ccccc1)S(=O)(=O)c1ccc(S(=O)(=O)N2CCCC2)cc1 | 9 | 102 | 99 | 99 | 97 | -9&-89 | 2 | -7
Cc1ccc(S(=O)(=O)NCC(=O)OCC(=O)N2CCN(C(=O)c3ccco3)CC2)cc1C | -5 | 98 | 97 | 93 | 94 | 0 | -1 | 5
Cc1ccc(/C=N/NC(=O)c2nnn(-c3nonc3N)c2CN(C)c2ccccc2)s1 | -3 | 91 | 112 | 103 | 105 | 8 | 0 | 10
COc1cccc(CC2(CO)CCCN(C(=O)c3cc[n+]([O-])cc3)C2)c1 (stereo not given) | -5 | 101 | 91 | 97 | 97 | -1 | -3 | 7
COc1ccccc1/C=N/NC(=O)C1=NNC(c2ccccc2)(c2ccccc2)C1 | -12 | 93 | 106 | 100 | 102 | -1 | 11 | 3
CCn1c(COc2ccc(C)cc2)nnc1SCC(=O)NCc1ccco1 | -15 | 99 | 105 | 101 | 95 | 6 | 1 | 2
COc1ccc(NC(=S)Nc2cc(-c3ccccc3)[nH]n2)cc1Cl | -11 | 92 | 101 | 97 | 107 | 2 | -8 | -7
CC(C)CNC(=O)COc1cccc(C(=O)NCc2ccccc2)c1 | 1 | 83 | 103 | 101 | 91 | 7 | 2 | 0
CCOc1cccc(-c2c(C(=O)N/N=C(\C)c3ccncc3)nnn2-c2nonc2N)c1 | 1 | 104 | 100 | 97 | 108 | -2 | 16 | 10
CC1=C(C(=O)OCc2ccccc2)C(c2cccc(Cl)c2Cl)NC(=O)N1CCCCCC(=O)O (stereo not given) | -1 | 97 | 100 | 95 | 100 | -12 | -1 | -3
Cc1cccc(-n2cc(-c3ccccc3)c3c(N4CCOCC4)ncnc32)c1 | 4 | 101 | 88 | 93 | 101 | 11 | 8 | -1
Cc1cccc(NC(=S)NCCO)c1C | 8 | 98 | 102 | 111 | 101 | 2 | 0 | -5
Cc1cccc(S(=O)(=O)Nc2ccc(-n3c(C)nc4ccccc4c3=O)cc2)c1 | 14 | 98 | 94 | 88 | 94 | 17 | -2 | -12
COc1ccc(NC(=O)COc2ccc(N(C)S(=O)(=O)c3ccc(Cl)cc3)cc2)cc1OC | -4 | 88 | 89 | 97 | 102 | -38 | 0 | 2
O=C(Nn1cnnc1)c1ccc(F)cc1 | 11 | 104 | 113 | 106 | 101 | 31 | 2 | 0

Following part.
SMILES | procasp7 counter | Yeast superoxide | MEP2 TOR yeast | RPL19A-GFP yeast | LAP4 TOR yeast | JMJD2C inh | AHR act | procasp3 activ
CCc1ccc(NC(=O)CC2C(=O)NCCN2C(=S)Nc2ccccc2)cc1 (stereo not given) | -9 | 107 | 106 | 103 | 95 | 8 | 8 | 2
O=C(O)c1cc2nc3c(c(C(F)(F)F)n2n1)CCCC3 | 3 | 117 | 100 | 107 | 99 | 0 | 1 | 5
CCOc1ccc(N(CC(=O)N2CCN(Cc3ccccc3)CC2)S(C)(=O)=O)cc1 | 5 | 104 | 111 | 108 | 88 | 16 | 0 | 6
C=CCOc1ccc(CNc2nccs2)cc1OCC | -6 | 103 | 96 | 89 | 96 | 17 | 6 | 4
COc1ccccc1NC(=O)N1CCN(c2ccccc2F)CC1 | 7 | 97 | 100 | 97 | 89 | -1 | -11 | 6
COc1ccc(Nc2nc3ccccc3nc2NS(=O)(=O)c2cccs2)c(OC)c1 | -5 | 102 | 101 | 97 | 111 | 3 | 6 | 1
